Screening results deposited in PubChem BioAssay by several laboratories.
rCAG binder – binds r(CAG) RNA repeats; r(CAG) RNA repeat, TO-PRO-1 dye displacement fluorescence; AID 651821; hit rate 1.3% among 370,000; inhibition, % at 3 µM;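 active means inhibition above the plate cutoff, the mean of all test compounds on that plate plus 3 SD, cut at about 35% in these data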;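 further: 0% = DMSO alone and 100% = 100 µM mitoxantrone as full dye displacement; higher means more dye released from RNA so lower well fluorescence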
HTRA1 inhibitor – blocks human HTRA1 serine peptidase; Q92743; hit rate 0.5% among 340,000; recombinant HTRA1, FP-rhodamine activity-based probe, fluorescence polarization; inhibition, % at 5.96 µM; in the data active means inhibition above about 36%;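 further: 0% = enzyme with DMSO and 100% = wells lacking enzyme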
TDP2 absorb – TDP2 (human) inhibition, absorbance primary screen | hit rate 0.34% among 370,000 | O95551 | AID 720702 | recombinant TDP2, T5PNP hydrolysis, p-nitrophenol absorbance 415 nm | inhibition, % at 12.8 µM;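 active means inhibition above the mean of all tested compounds plus 3 SD, set per campaign, cut at about 25% in these data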;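 further: 0% = DMSO with enzyme and 100% = buffer with substrate but no TDP2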
Target sequence (O95551 whole entry, looked up): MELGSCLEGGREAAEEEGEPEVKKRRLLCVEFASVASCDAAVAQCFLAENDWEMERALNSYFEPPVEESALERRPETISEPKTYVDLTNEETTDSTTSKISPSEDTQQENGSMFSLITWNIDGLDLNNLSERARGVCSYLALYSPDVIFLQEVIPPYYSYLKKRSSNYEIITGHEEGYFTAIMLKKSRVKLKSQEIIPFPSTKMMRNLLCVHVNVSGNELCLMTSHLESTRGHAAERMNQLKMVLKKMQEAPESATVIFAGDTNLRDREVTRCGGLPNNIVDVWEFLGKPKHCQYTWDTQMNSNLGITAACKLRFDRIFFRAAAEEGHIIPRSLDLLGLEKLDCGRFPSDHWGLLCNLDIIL
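Read-out basis: percent inhibition. System: recombinant human TDP2. Buffer or medium: Mg2+-containing Tris-HCl buffer, pH 7.5. Repeats: single replicate. Timing: reaction 2 h, 37 °C. Benchmarks: high control without enzyme, low control DMSO plus TDP2. Probe or stimulus: 5 mM T5PNP. Doses: 12.8 µM only. Measured by: epi absorbance of p-nitrophenol freed from T5PNP by hydrolysis.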
PRMT1 inh – PRMT1 (human) inhibition, primary screen; Q99873; recombinant PRMT1, activity-based probe fluorescence polarization; inhibition, % at 2.79 µM; hit rate 1.3% among 370,000;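 active means inhibition above about 21% made by adding two undisclosed values, limit read from the data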
Target sequence (Q99873 whole entry, looked up): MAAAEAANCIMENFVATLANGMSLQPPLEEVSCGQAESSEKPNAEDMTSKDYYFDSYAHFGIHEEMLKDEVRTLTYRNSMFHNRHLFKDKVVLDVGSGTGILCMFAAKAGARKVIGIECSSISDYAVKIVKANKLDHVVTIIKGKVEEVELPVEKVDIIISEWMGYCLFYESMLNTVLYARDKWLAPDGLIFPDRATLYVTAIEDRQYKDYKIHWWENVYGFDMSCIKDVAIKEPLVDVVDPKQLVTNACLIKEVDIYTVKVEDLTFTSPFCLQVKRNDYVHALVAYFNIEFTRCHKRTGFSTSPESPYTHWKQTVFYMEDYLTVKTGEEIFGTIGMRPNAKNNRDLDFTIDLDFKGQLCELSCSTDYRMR
Rev-erbA mod – modulators of human Rev-erb alpha DNA binding; P20393; Rev-erbα–FITC-DNA binding, fluorescence polarization, 90 min; activity, % at 10 µM; hit rate 0.79% among 370,000; AID 1259318;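 active means activity above about 14%, limit read from the data; passing the limit was not always enough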;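 further: 0% = DMSO wells with 35 nM protein and 100% = DMSO wells with 750 nM protein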
SIAE primary – blocks human sialic acid acetylesterase; Q9HAT2; SIAE FP-Rh probe binding, fluorescence polarization; inhibition, % at 9.66 µM; hit rate 0.69% among 370,000;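 active means inhibition above a cutoff: mean of compounds within the control limits plus 3 SD of those, cut at about 17% in these data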;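 further: 0% = plate median of compound wells and 100% = probe without SIAE protein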
PG9 Ab binder – small molecules binding HIV-1 gp120 antibody PG9; inhibition, % at 6.7 µM; TR-FRET gp120-PG9 antibody binding; hit rate 0.43% among 360,000; AID 624416; in the data active means inhibition above about 8.5%
LEDGF integ inh – blocks HIV-1 LEDGF/p75-dependent DNA integration; hit rate 0.64% among 370,000; inhibition, % at 3.7 µM; TR-FRET IN-LEDGF/p75 DNA integration, Eu/Cy5;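 active means inhibition above the screen-wide mean plus 3 SD, cut at about 13% in these data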;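 further: signal is the Cy5 over europium emission ratio at 671 and 618 nm; 0% = plate median of compound wells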
ABHD4 inh – ABHD4 (mouse) inhibition, primary FP screen. hit rate 0.54% among 370,000. AID 720543. inhibition, % at 8.92 µM. purified mABHD4, FP-Rh probe fluorescence polarization;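 active means inhibition exceeding the mean over every tested compound plus 3 SD, cut at about 30% in these data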;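 further: 0% = plate median of compound wells and 100% = S159A mutant with DMSO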
Target sequence (Q8VD66 whole entry, looked up): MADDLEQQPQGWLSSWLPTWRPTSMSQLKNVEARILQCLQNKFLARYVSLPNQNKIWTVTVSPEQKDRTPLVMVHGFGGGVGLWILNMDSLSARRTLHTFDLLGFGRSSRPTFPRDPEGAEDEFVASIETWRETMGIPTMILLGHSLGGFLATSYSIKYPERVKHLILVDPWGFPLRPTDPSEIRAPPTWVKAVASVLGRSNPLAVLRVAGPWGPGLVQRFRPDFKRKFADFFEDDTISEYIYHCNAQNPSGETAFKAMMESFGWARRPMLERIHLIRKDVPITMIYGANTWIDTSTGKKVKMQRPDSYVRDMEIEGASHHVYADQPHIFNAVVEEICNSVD
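Assay system: wild-type mouse ABHD4 protein; compound: single nominal dose of 8.92 µM, 0.89% DMSO final; schedule: 45 min + 60 min at 25 °C; measured by: FP readout, ex 525 nm / em 598 nm; evaluation: % inhibition of FP-Rh probe binding versus controls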
TCR-CD3 inh – blocks the human TCR-CD3 interaction; TAMRA-labeled TCR probe fluorescence, biochemical; inhibition, % at 9.4 µM; hit rate 0.37% among 360,000; AID 651800; in the data active means inhibition above about 19%;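 further: recombinant mutant TCR 2C K166C tagged with TAMRA read by polarization; 0% = receptor in buffer alone and 100% = receptor with positive control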
Numbers without * were called inactive; · = no result given. This is a subset (hit frequency here may not be typical).

SMILES	rCAG binder	HTRA1 inhibitor	TDP2 absorb	PRMT1 inh	Rev-erbA mod	SIAE primary	PG9 Ab binder	LEDGF integ inh	ABHD4 inh	TCR-CD3 inh
COc1cccc(NC(=O)C2CCCN2C(=O)OCc2ccccc2)c1 (stereo not given)	-3.7	-2.0	-1.1	0.3	1.2	1.3	3.7	5.0	-8.0	-13.6
CCc1ccc(C(=O)NNC(=O)OC)cc1	-0.9	-2.8	5.7	-0.2	1.3	0.2	-1.4	1.5	1.5	6.9
CC(=O)NC(=S)Nc1ccc(S(=O)(=O)N2CCOCC2)cc1	-0.9	1.1	-6.7	1.1	4.7	13.0	0.1	0.3	2.8	-0.1
CC(=O)NCCc1nc2cc(NS(=O)(=O)c3ccc(Cl)cc3)ccc2n1C	-2.6	4.8	-1.6	4.0	0.3	5.3	1.7	-2.0	4.4	-4.0
O=C(Nc1ccc(N2CCOCC2)cc1)c1csc(COCCO)n1	6.2	·	-2.7	8.0	-2.2	1.3	-2.6	-8.8	-4.7	-4.9
Cc1cc2nc3c(nc2cc1C)C1(C(=O)O)CCC3(C)C1(C)C (stereo not given)	-0.5	-2.0	-1.6	1.4	0.6	-0.4	0.6	0.8	6.4	-3.9
Cc1nc2ncnn2c(N2CCN(S(=O)(=O)c3ccc(Br)cc3)CC2)c1C	-3.7	2.4	-2.5	2.7	-1.3	-0.2	-0.3	-0.3	6.9	-8.1
C=CCOC(=O)N1CCC2CC1c1cc(-c3cccc(C)c3)ccc12 (stereo not given)	1.8	-25.8	-8.9	-5.2	-0.1	2.2	-0.3	8.0	6.3	-0.5
CCCNC(=O)C1(C)CCCN(C/C=C/c2ccccc2)C1 (stereo not given)	-1.8	·	6.2	-3.8	6.0	-4.1	1.9	4.3	0.2	7.1
CC1CCN(C(=O)CCn2c(=O)oc3ccc(Cl)cc32)CC1	1.3	0.4	5.1	1.9	-12.6	-0.1	1.7	-1.0	-4.6	0.3
O=C(CSc1ccccc1)N1CCCC(N2CCN(c3cccc(Cl)c3)CC2)C1 (stereo not given)	-1.6	-7.2	-18.6	-2.8	-7.5	-8.5	-1.1	-0.5	-8.4	-8.7
O=C(CCNS(=O)(=O)c1ccc(Cl)cc1)N1CCC2(O)CCCCC2C1 (stereo not given)	-9.0	-4.4	-6.9	1.3	-2.3	-2.1	-0.1	-1.6	0.5	-9.9
O=C(CSc1nc2ccccc2s1)Nc1ccc(N2CCOCC2)c(Cl)c1	-0.7	-13.7	4.0	-0.1	0.3	1.7	-1.7	-0.8	-0.2	-0.4
CC(C)(C)NC(=O)CSc1nc2ccc(NC(=O)CSc3nnc(N)s3)cc2s1	6.9	-6.6	13.3	1.4	1.3	4.4	-0.4	3.3	0.5	6.9
Cc1cc(C)nc(NC(=O)c2ccc([N+](=O)[O-])c(C)c2)n1	0.1	2.9	3.9	1.7	0.4	-2.7	1.3	1.2	2.9	0.9

Quoted from the entries so far, 7 compounds:
SMILES	rCAG binder	HTRA1 inhibitor	TDP2 absorb	PRMT1 inh	Rev-erbA mod	SIAE primary	PG9 Ab binder	LEDGF integ inh	ABHD4 inh	TCR-CD3 inh
CCCNC(=O)C1(C)CCCN(C/C=C/c2ccccc2)C1 (stereo not given)	-1.8	·	6.2	-3.8	6.0	-4.1	1.9	4.3	0.2	7.1
CC1CCN(C(=O)CCn2c(=O)oc3ccc(Cl)cc32)CC1	1.3	0.4	5.1	1.9	-12.6	-0.1	1.7	-1.0	-4.6	0.3
O=C(CSc1ccccc1)N1CCCC(N2CCN(c3cccc(Cl)c3)CC2)C1 (stereo not given)	-1.6	-7.2	-18.6	-2.8	-7.5	-8.5	-1.1	-0.5	-8.4	-8.7
O=C(CCNS(=O)(=O)c1ccc(Cl)cc1)N1CCC2(O)CCCCC2C1 (stereo not given)	-9.0	-4.4	-6.9	1.3	-2.3	-2.1	-0.1	-1.6	0.5	-9.9
O=C(CSc1nc2ccccc2s1)Nc1ccc(N2CCOCC2)c(Cl)c1	-0.7	-13.7	4.0	-0.1	0.3	1.7	-1.7	-0.8	-0.2	-0.4
CC(C)(C)NC(=O)CSc1nc2ccc(NC(=O)CSc3nnc(N)s3)cc2s1	6.9	-6.6	13.3	1.4	1.3	4.4	-0.4	3.3	0.5	6.9
Cc1cc(C)nc(NC(=O)c2ccc([N+](=O)[O-])c(C)c2)n1	0.1	2.9	3.9	1.7	0.4	-2.7	1.3	1.2	2.9	0.9

The list continues:
SMILES	rCAG binder	HTRA1 inhibitor	TDP2 absorb	PRMT1 inh	Rev-erbA mod	SIAE primary	PG9 Ab binder	LEDGF integ inh	ABHD4 inh	TCR-CD3 inh
CC(=O)NCc1ccc(OCCCN2CCC(C(O)(c3ccccc3)c3ccccc3)CC2)cc1	-1.3	·	2.7	6.5	-6.2	-5.1	1.9	-4.4	-9.3	4.3
N#Cc1nc(COc2ccccc2)oc1N1CCN(Cc2ccccc2)CC1	-4.9	-11.4	0.3	3.3	0.6	0.0	0.9	3.2	-4.2	-1.3
Cc1ccc(C)c(NC(=O)CSc2ncnc3nc[nH]c23)c1	0.6	0.6	-5.7	0.3	-4.4	0.2	-1.4	-0.2	2.4	3.2
CCCc1nc2sc3c(c2c(=O)[nH]1)CCCC3	-1.9	11.5	8.7	-1.5	0.0	4.1	0.9	4.5	-2.5	1.8
Cn1c(=O)[nH]c(=O)c2[nH]c(CN3CCN(C(=O)c4ccco4)CC3)nc21	1.3	10.6	-0.9	3.9	-2.4	0.2	-2.0	0.0	-0.7	-3.8
CCOC(=O)Cc1csc(N/C(=N/S(=O)(=O)c2ccc(F)cc2F)c2ccccc2)n1	12.6	-4.6	-1.0	-2.2	3.5	-1.5	-0.6	2.9	-6.8	1.6
N#C/C(=C\c1cccn1S(=O)(=O)c1cccc(C#N)c1)S(=O)(=O)c1ccc(F)cc1	8.6	·	-5.7	13.8	2.8	-6.6	-1.4	4.5	-17.6	-6.2
COC(=O)CC1C(=O)NCCN1C(=S)NC(=O)c1sc2ccccc2c1Cl (stereo not given)	7.3	0.7	9.8	5.5	-3.4	7.3	2.1	2.5	-5.2	8.8
CCOc1ccc(C(c2c(O)nc(SC)n(C)c2=O)c2c(O)nc(SC)n(C)c2=O)cc1	3.6	3.9	7.4	4.4	-2.2	7.9	0.4	-4.4	6.5	4.8
CC[C@@]12C(=O)N(c3ccc(C)cc3)C(=O)N1[C@H](c1ccc(Br)cc1)[C@@H]1C(=O)N(C(C)(C)C)C(=O)[C@@H]12	-0.7	-14.2	2.4	0.4	3.4	-4.8	-0.7	-0.8	-2.6	7.9
CCc1ccc(/C=C2/C(=O)N(c3ccccc3)C(=S)N2CC(=O)OC)s1	3.6	-29.3	-0.6	0.8	-0.2	-3.5	0.1	2.0	-3.7	-7.2
CCS(=O)(=O)c1ccc2oc(SCC(=O)Nc3ccc(OC)c(OC)c3)nc2c1	3.7	2.8	1.8	1.2	-6.2	0.0	0.7	-5.5	3.0	-2.5
Cc1cccc(N2CCN(C(=O)c3ccc(NS(=O)(=O)c4c(C)noc4C)cc3)CC2)c1C	12.3	-0.8	-7.1	0.5	5.7	2.1	0.3	-1.7	-16.9	9.2
COc1ccc(C(=O)NNc2ccccc2)cc1	-0.5	3.0	-8.2	-0.3	4.4	-3.6	0.0	1.4	-0.4	0.1
CN(C)c1ccc(-c2noc(-c3ccccc3O)n2)cc1	5.4	0.9	-4.6	1.8	·	-3.6	-0.2	-2.5	7.0	3.6
Cc1cc(NC(=O)c2cc(C(C)(C)C)oc2C)no1	-3.7	-14.2	-3.6	-4.8	-3.9	-6.6	-2.4	8.6	-1.7	2.1
Cc1ccc(S(=O)(=O)Nc2ccccc2C(=O)N2CCN(C)CC2)cc1	-0.8	-1.9	9.5	-0.2	-9.2	4.7	-1.4	-0.1	1.4	5.3
O=C(Nc1cccc(F)c1)C1CCN(C(=O)NCc2ccccc2)CC1	-2.9	-1.1	-7.5	-2.5	-5.3	1.4	0.2	-3.2	-2.6	6.8
Cc1cc(=O)oc2cc(OCC(=O)NCC3CCC(C(=O)O)CC3)ccc12 (stereo not given)	0.0	-0.8	3.7	-0.7	-8.4	-1.7	-0.2	-3.2	3.4	-7.0
CCCCNC(=O)c1nc(-c2ccncc2)oc1-c1ccc(OC(F)(F)F)cc1	1.0	·	0.5	-3.1	12.1	-2.8	-1.6	5.8	-1.1	-0.9
COc1cccc2sc(Nc3nnc(-c4cccs4)o3)nc12	30.7	2.0	2.1	-3.9	-5.5	-12.0	-1.4	-7.7	-3.6	0.9
Cc1cc(C)cc(NC(=O)COC(=O)CNC(=O)C2CCCCC2)c1	-0.2	-5.2	-3.7	2.2	1.6	3.8	1.8	2.2	-6.6	-8.1
C=CCN1C(=O)CSc2ccc(C(=O)NCc3ccco3)cc21	5.9	2.8	-0.6	2.0	-1.1	-11.7	0.2	-1.2	0.5	4.1
Cc1cc(C(=O)NC2CC(C)(C)Cc3c2cnn3-c2cccc(F)c2)n(C)n1 (stereo not given)	-9.9	-5.4	5.8	-6.0	3.0	2.6	-2.9	5.6	0.8	0.9
CCOc1ccc(NC(=O)CN(C)C(=O)CSCc2cccc(C)c2)cc1OCC	-3.2	-2.5	10.2	-0.7	-0.8	-5.5	0.5	2.4	-2.5	-4.4
COc1ccc(OC)c(NC(=O)CSc2nnnn2-c2ccc3c(c2)OCO3)c1	-2.0	-2.9	1.6	-0.8	-5.5	-2.8	-0.7	2.7	7.7	5.5
Cc1ccc(NC(=O)CSc2nnc([C@@H]3CCCN3C(=O)OC(C)(C)C)o2)c(C)c1	-9.9	-1.6	9.2	0.8	1.1	0.6	-1.1	0.6	-3.7	5.2
O=C1NC2(CCCCC2)C(=O)N1Cc1cc(=O)n2ccsc2n1	1.6	2.5	6.4	3.0	-9.7	-0.9	-1.0	2.5	0.7	5.2
NC(=O)C(c1cccc(Cl)c1)c1ncc(C(F)(F)F)cc1Cl (stereo not given)	-5.5	-6.7	5.1	1.5	0.0	2.2	-1.3	0.5	5.3	6.4
O=c1oc(-c2ccccc2)nc2sc3c(c12)CCCC3	0.4	0.4	5.6	2.0	0.3	4.1	1.3	0.9	5.5	5.7
CCOC(=O)C1CCN(C(c2cc3cc(C)cc(C)c3[nH]c2=O)c2nnnn2C2CCCCC2)CC1 (stereo not given)	0.0	-0.9	0.5	1.2	4.8	-3.5	-1.4	0.5	1.6	3.2
NS(=O)(=O)c1ccc(NC(=O)c2ccc(F)cc2F)c(NC(=O)c2ccc(F)cc2F)c1	9.5	-1.3	-0.5	8.2	-4.5	-2.4	-0.2	-3.6	3.1	4.1
CCOc1ccccc1C(=O)NCCCCNC(=O)c1ccccc1OCC	-7.6	-5.9	-11.2	2.0	-8.2	-7.6	0.1	-0.2	-0.8	-6.0
CCc1nc2oc3ccccc3c(=O)c2c(=O)n1Cc1ccc(OC)cc1	8.1	-10.2	5.9	2.5	4.5	-5.9	-0.3	0.6	2.1	-5.7
O=c1c(-c2ccccc2)coc2cc(O)ccc12	0.7	0.8	-3.7	0.5	-4.0	9.9	-0.6	3.9	-6.1	-6.0
